# Screening results from PubChem.
# mouse EphA4 binding = inhibitors of EphA4 binding to KYL peptide, primary screen, biochemical, colorimetric, mouse EphA4 (AID 689). inhibition, % at 10 µM, or IC50 in µM where a hit was titrated. 62,000 compounds, 0.1% hits. EphA4-AP binding to KYL peptide, pNPP A405; higher % means a stronger effect; in the data active means a potency from the dose series; inactive means the rest, 99 in 100 with inhibition below about 22%
# Numbers without * were called inactive; & = joins results of further samples. A portion of the library (hit frequency here may not be typical).
mouse EphA4 binding	Molecule
-1%	COCCCNC(=O)C1CC(=O)OC1c1ccc(OC)c(OC)c1 (stereo unspecified)
11%	CCn1c(SCC(=O)NCCOC)nc2sc3c(c2c1=O)CCCC3
-4%	Cn1cnnc1SCc1ccc(C#N)cc1
-7%	c1ccc(-c2oc3ncnc(NCCCN4CCOCC4)c3c2-c2ccccc2)cc1
-8%	CC(C)n1cc(/C=C2/SC(=O)N(CC(=O)Nc3ccc4c(c3)OCO4)C2=O)c2ccccc21
-9%	COc1ccc(-c2nnc(NC(=O)c3cc(Cl)ccc3Cl)o2)cc1
-16%	CC(C)(C)OC(=O)N1N=C(c2ccc(Br)cc2)CC1(O)C(F)(F)F (stereo unspecified)
-13%	CCOC(=O)C1CCCN(C(=O)CCn2nc(-c3ccccc3)ccc2=O)C1 (stereo unspecified)
-2%	O=C(O)c1ccc(COc2ccc3ccc(=O)oc3c2)cc1
-16%	CCN(CC)c1nc2ccccc2[nH]1
-6%	CC(=O)Nc1nc2cc3c(cc2s1)OCO3
0%	CCCn1c(SCCN2C(=O)c3ccccc3C2=O)n[nH]c1=O
-14%	C=CCNC(=S)NNC(=O)c1cccn(Cc2ccc(Cl)cc2)c1=O
-8%	Cc1cc(C(=O)Nc2cccc3ccccc23)c(C)o1
2%	Cc1ccc(NC(=O)C2CC(=O)n3c(nc4ccccc43)N2)cc1 (stereo unspecified)
5%	CCN(CC)CCOC(=O)c1c(C)oc2ccc(OC)cc12
-21%	CCCn1c(SCc2ccon2)nc2ccccc2c1=O
-5%	COC(=O)c1c(-c2ccccc2)csc1NC(=O)c1ccco1
-4%	c1coc(CNc2ncnc3c2oc2ccccc23)c1
-5%	O=C(CSc1ccc(-c2nc3ccccc3[nH]2)cn1)N1CCN(C(=O)c2ccco2)CC1
-7%	CCOC(=O)C1=C(CS(=O)(=O)c2ccccc2)NC(=O)NC1c1ccccc1 (stereo unspecified)
-4%	CC(C)(C)c1ccc(OCC(=O)NCc2ccco2)cc1
-6%	Cc1cc(C(=O)O)c(S(C)(=O)=O)s1
3%	CCCOC(=O)c1ccc(Nc2nc(C)cc(=O)[nH]2)cc1
-3%	CCOC(=O)c1ccc(N2CN=C3SCC(=O)N3C2)cc1
-5%	CCS(=O)(=O)Nc1ccc(-c2nnc(SCC(=O)c3ccc(NC(C)=O)c(OC)c3)o2)cc1
-10%	O=C1CSC(c2cccnc2)N1C1CCCCC1 (stereo unspecified)
-6%	COc1ccc2oc(C)c(C(C)=O)c2c1
-9%	O=C(CSc1nc2cccnc2n1Cc1ccccc1)N1CCCC1
-2%	CCCc1nnc(NC(=O)c2cc(OC)cc(OC)c2)s1
-2%	COc1ccccc1-c1cc(C(=O)NC(C)C)no1
4%	FC(F)(F)c1cccc(NC(=S)NNC(=S)NCc2ccccc2)c1
1%	O=C(Oc1ccc(S(=O)(=O)c2ccc(OC(=O)c3ccncc3)cc2)cc1)c1ccncc1
6%	CCN1CN=C2SC(CO)(CO)C(=O)N2C1
-8%	Fc1ccccc1CSc1nncn1NC/C=C/c1ccccc1
-16%	OCCN1CN=C(Nc2nc3ccccc3o2)NC1
10%	Cc1cc(C)cc(N2CCN(C(=O)N3CCOCC3)CC2)c1
-12%	CCOC(=O)N1CCN(C(=O)C2CC(c3ccccc3OC)=NO2)CC1 (stereo unspecified)
-3%	N#C/C(=C(/O)CN1C(=O)c2ccccc2C1=O)c1nc2ccccc2[nH]1
-10%	CCn1c(SCC(=O)NCCOc2ccccc2)nc2ccccc2c1=O

# Reprinted at random: 4 records from the list.
mouse EphA4 binding	Molecule
-2%	CCCc1nnc(NC(=O)c2cc(OC)cc(OC)c2)s1
10%	Cc1cc(C)cc(N2CCN(C(=O)N3CCOCC3)CC2)c1
4%	FC(F)(F)c1cccc(NC(=S)NNC(=S)NCc2ccccc2)c1
1%	O=C(Oc1ccc(S(=O)(=O)c2ccc(OC(=O)c3ccncc3)cc2)cc1)c1ccncc1

# More entries follow:
mouse EphA4 binding	Molecule
-4%	COc1ccc(N2CCN(C(CNS(=O)(=O)c3cc(F)ccc3F)c3cccnc3)CC2)cc1 (stereo unspecified)
-6%	Nc1ccc(Cc2nc3cc4ccccc4cc3[nH]2)cc1
-6%	COc1ccc2[nH]cc(C(O)CN3CCN(c4ccccc4)CC3)c2c1 (stereo unspecified)
-3%	CC(C)CN(CC(C)C)S(=O)(=O)N1CCC(C(=O)NCCN2CCOCC2)CC1
-15%	O=C(O)CN1C(=O)SC(Nc2ccc(Cl)cc2)C1=O (stereo unspecified)
-20%	c1ccc(N2CCN(Cc3ccsc3)CC2)nc1
7%	CSc1nncn1/N=C/c1cc(Cl)ccc1F
-6%	CCn1cc(S(=O)(=O)CC(=O)NC2CCCCC2)c2ccccc21
8%	Cc1ccnc(NC(=O)CCC(=O)N(CC(=O)NCC2CCCO2)Cc2ccc(F)cc2)c1 (stereo unspecified)
-2%	Cc1occc1C(=O)NNC(=O)C(c1ccccc1)c1ccccc1
-1%	COc1ccc(S(=O)(=O)Nc2cc(Cl)ccc2OC)cc1
-2%	CC(=O)CCc1oc2ccc(NC(C)=O)cc2c1-c1ccc(C)o1
-3%	O=C(COC(=O)c1cccc2ccccc12)Nc1ncc(C(F)(F)F)cc1Cl
-8%	CCOC(=O)C(C(=O)Nc1cccc(C)c1)C1CCCCC1 (stereo unspecified)
14%	O=C(NCc1cccnc1)C1CC2c3ccccc3C1c1ccccc12 (stereo unspecified)
10%	Fc1ccc(-c2ccnc3nc(-n4cccc4)nn23)cc1
0%	c1ccc2c(c1)NC1(CCCCC1)n1c-2nc2ccccc21
-13%	CC(C)(C)N(NC(=O)Nc1ccc(Cl)c(Cl)c1)C(=O)c1ccccc1
-6%	CCOc1ccc(N(CC(=O)N2CC=C(c3ccccc3)CC2)S(=O)(=O)c2c(C)noc2C)cc1
-8%	CC(C)CC(NC(=O)OC(C)(C)C)C(=O)NCc1ccccc1 (stereo unspecified)

# Arranged by value in mouse EphA4 binding (rising): some entries from above
mouse EphA4 binding	Molecule
-20%	c1ccc(N2CCN(Cc3ccsc3)CC2)nc1
-9%	O=C(CSc1nc2cccnc2n1Cc1ccccc1)N1CCCC1
-6%	Cc1cc(C(=O)O)c(S(C)(=O)=O)s1
-5%	O=C(CSc1ccc(-c2nc3ccccc3[nH]2)cn1)N1CCN(C(=O)c2ccco2)CC1
-4%	Cn1cnnc1SCc1ccc(C#N)cc1
6%	CCN1CN=C2SC(CO)(CO)C(=O)N2C1

# Reformatted with bars between the fields: 6 of the compounds above.
Compound | mouse EphA4 binding
CC(C)CN(CC(C)C)S(=O)(=O)N1CCC(C(=O)NCCN2CCOCC2)CC1 | -3%
O=C(O)CN1C(=O)SC(Nc2ccc(Cl)cc2)C1=O (stereo unspecified) | -15%
c1ccc(N2CCN(Cc3ccsc3)CC2)nc1 | -20%
CSc1nncn1/N=C/c1cc(Cl)ccc1F | 7%
CCn1cc(S(=O)(=O)CC(=O)NC2CCCCC2)c2ccccc21 | -6%
Cc1ccnc(NC(=O)CCC(=O)N(CC(=O)NCC2CCCO2)Cc2ccc(F)cc2)c1 (stereo unspecified) | 8%

# (further entries)
mouse EphA4 binding	Molecule
-9%	O=C(OCCN1CCCCC1)c1ccccc1Cl
-22%	CCOc1ccc(Oc2cc(NC(=O)c3ccco3)cc([N+](=O)[O-])c2)cc1
-6%	CCN(C(=S)Nc1ccccc1F)C1CCCCC1
2%	CC(C)C(NC(=O)CC12CC3CC(CC(C3)C1)C2)C(=O)O (stereo unspecified)
13%	CC1CCN(C(=O)/C(=C/c2ccccc2Cl)c2ccccc2)CC1
5%	Cc1ccc(Oc2nc(-c3ccccc3)ncc2S(C)(=O)=O)cc1
-14%	CC(C)c1cc(-c2n[nH]c(=S)n2Cc2ccccc2)cs1
-2%	CCOC(=O)N1CCC(NC(=O)c2sc(-n3cccc3)nc2C)CC1
-1%	O=C(NCc1ccc2c(c1)OCO2)c1ccccc1F
-16%	COc1cccc(NC(=O)COC(=O)CCCc2c[nH]c3ccccc23)c1
-11%	O=C(NCc1ccccc1)c1nn2c(C(F)(F)F)cc(-c3cccs3)nc2c1Cl
-6%	CCCCc1nc(N2CCOCC2)c(C#N)c2c1CCCC2
-1%	O=C1NC(=O)N(c2cccc(F)c2)C(=O)/C1=C/c1ccc(OCc2cccc(C(=O)O)c2)cc1
-13%	CCOc1ccc(N2C(=O)c3ccccc3C2O)cc1 (stereo unspecified)
-6%	COc1cc(NC(=O)C2CCN(S(=O)(=O)c3cccc4nonc34)CC2)cc(OC)c1
2%	N#Cc1cc2c(=O)n3ccccc3nc2n(CCN2CCOCC2)c1=O
-2%	COC(=O)C1=C(C)N(c2ccc(C)cc2)C(=O)/C1=C\c1cccc(OC)c1O
-6%	CCCN(CCC)CCSc1nc(O)c(C(C)C)c(=O)[nH]1
-4%	CC(=O)c1c(OC(=O)c2ccc(Cl)cc2[N+](=O)[O-])ccc2c(C)cc(=O)oc12
-6%	O=C(NCc1ccccc1)c1noc2c1CCCCC2
2%	Cc1ccc(NC2=CC(=O)CCC2)cc1C
-8%	Cc1ccc(CN2CCN(N=Cc3cccc(Br)c3)CC2)c(C)c1
6%	COCCCN1CC23C=CC(O2)C(C(=O)O)C3C1=O (stereo unspecified)
-20%	O=C1c2ccccc2C(Nc2ccccc2)N1c1cccnc1 (stereo unspecified)
-6%	COc1ccc(Br)c(C(=O)Nn2c(C)nc3ccccc3c2=O)c1
-25%	CCCc1[nH]nc2c1C(c1ccccc1OC)C(C#N)=C(N)O2 (stereo unspecified)
1%	COc1ccc(CCC(=O)Nc2nc3ccccc3[nH]2)cc1OC
0%	Cn1cc(S(=O)(=O)N2CCN(c3cccc(C(F)(F)F)c3)CC2)c(=O)n(C)c1=O
-10%	CCC(=O)NNc1cccc(Cl)n1
8%	CCCCNc1cc(=O)n(C)c(=O)[nH]1
-2%	O=C(CNC(=O)c1ccc(Br)o1)NCc1ccc2c(c1)OCO2
-14%	CCCn1c(=O)[nH]c(=O)c2c1nc(-c1ccc(OC(F)(F)C(F)C(F)(F)F)cc1)n2CCOC (stereo unspecified)
6%	Cc1ccc2cc(CN(CC3CCCO3)S(=O)(=O)c3c(C)ccc4nsnc34)c(=O)[nH]c2c1 (stereo unspecified)
-5%	O=c1c(Cl)c(Cl)cnn1Cc1c(Cl)ccc(Cl)c1Cl
6%	Cc1cccc(NC(=O)c2ccc(-n3cccn3)c([N+](=O)[O-])c2)c1
-4%	O=C1c2ccccc2C(=O)N1CCc1nc(-c2ccccn2)no1
-13%	O=C(O)CCCCCN=C1CCc2ccccc2N1
-1%	O=C1NC(Nc2nc3ccccc3s2)(C(F)(F)F)C(=O)N1C1CCCCC1 (stereo unspecified)
-3%	O=S(=O)(CCc1nc2ccccc2o1)c1ccc(Cl)c(Cl)c1
-5%	Cc1ccccc1-c1noc(-c2ccc(Cl)cc2)n1
-10%	CC(=O)N1CCN=C1Nc1c(Cl)cccc1Cl
3%	O=C(CSc1nc2ncccc2[nH]1)NCc1ccccc1
-4%	O=C1c2ccccc2S(=O)(=O)N1CC(O)COc1ccc(Br)cc1 (stereo unspecified)
2%	Cc1nc(SCn2nnc3ccccc3c2=O)nc(C)c1C
7%	O=C(c1ccc2c(c1)OCCO2)C1CCN(S(=O)(=O)c2cccc(F)c2)CC1
-6%	CCOC(=O)C1(C)NC(c2ccc(OC)cc2OC)C2C(=O)N(c3cccc(OC)c3)C(=O)C21 (stereo unspecified)
0%	CC1=C(C(=O)Nc2ccccc2)C(c2ccc(Cl)cc2)C(C(=O)Nc2ccccc2)=C(C)N1
3%	CCNc1nnc(-c2ccncc2)s1
8%	Cc1onc(-c2ccccc2)c1C(=O)NCc1ccc2c(c1)OCO2
7%	CCN(Cc1ccccc1)C(=O)c1cc2c(=O)oc3ccc(C)cc3c2s1
-7%	CCCS(=O)(=O)N1CCCC(C(=O)NCCCN(Cc2ccccc2)C(C)C)C1 (stereo unspecified)
-15%	O=C(NCC1CCCCC1)C1CCCN(C(=O)NC2CCCCC2)C1 (stereo unspecified)
5%	COC(=O)C1=C(C)NC2=C(C(=O)c3ccccc32)C1c1cc2c(cc1Br)OCO2 (stereo unspecified)
-10%	CC/C(=N\NC(=O)CNC(=O)/C=C/c1ccco1)c1ccccc1
-18%	Cc1ccc(-c2nc3s/c(=C\c4cn(-c5ccccc5)nc4-c4ccccc4)c(=O)n3n2)cc1
32%	COc1ccc(-c2cc3ccccc3n2CC(O)Cn2nc(C)cc2C)cc1 (stereo unspecified)
-4%	CCS(=O)(=O)N1CCC(C(=O)NCC2CCCO2)CC1 (stereo unspecified)
-4%	COc1ccc(N(CC(=O)Nc2ccccc2C(=O)NCc2ccco2)S(C)(=O)=O)cc1
-8%	Cc1ccc(C(=O)NC(NC(=S)Nc2ccccc2)C(Cl)(Cl)Cl)cc1 (stereo unspecified)
-11%	OC(COCc1ccccc1)CN1CCN(c2ccccc2F)CC1 (stereo unspecified)

# Carrying on:
mouse EphA4 binding	Molecule
-3%	CN(C)c1ccc(NC(=O)c2cccc(N3C(=O)CCC3=O)c2)cc1
5%	CN1CC(c2ccccc2Cl)C2(COc3ccccc3C2=O)C12C(=O)Nc1ccccc12 (stereo unspecified)
-20%	CC(C)Nc1nc(NC(C)(C)C)nc(Oc2ccc(=O)n(-c3ccccc3)n2)n1
6%	CN1C(=O)N(S(=O)(=O)c2ccc(F)c(F)c2F)C(=O)C1(C)C
-16%&-16%	Nc1nonc1/C(=N/O)N1CCN(CCO)CC1
-3%	O=P(O)(O)CP(=O)(c1ccccc1)c1ccccc1
2%	COc1cc(C2N(c3ccccc3)CCN2c2ccccc2)cc(OC)c1OC
3%	Cc1ccccc1OCC(=O)Nc1ccc(NC(=O)c2ccco2)cc1
6%	COc1ccc(NC(=O)COc2ccc(C(C)(C)c3ccccc3)cc2)c(OC)c1
-28%	COc1ccc(C(CNC(=O)c2cccc(Br)c2)N2CCCC2)cc1 (stereo unspecified)
-40%	O=C(NCc1ccccn1)c1c(Cl)cccc1Cl
-8%	CNC(=O)C(=O)Nc1ccc(OC)cc1OC
19%	O=C(NCc1ccccc1)c1ccc(CN2CCN(Cc3ccccc3)CC2)cc1
-12%	O=C(/C=C/c1ccccc1)NC(=S)Nc1ccc(I)cc1
